p47phox inh – p47phox/p22phox peptide binding inhibitors, primary screen, biochemical, uHTS, NADPH oxidase regulatory subunit | inhibition, % at 24.7 µM | fluorescence polarization, 2 h | hit rate 0.53% among 220,000 | AID 1274, 2008 | Neutrophil cytosol factor 1 (Homo sapiens), P14598;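 active = inhibition above about 30%, limit read from the data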;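 also: 0% = p47phox with labelled peptide and 100% = labelled peptide alone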
Mdm2 ligase inh – MDM2-luciferase reporter signal enhancers, primary screen, MDM2 E3 ligase inhibitor project, cell-based, luminescence, 1536-well. hit rate 0.11% among 210,000. AID 1230, 2008. signal enhancement, % at 5 µM. E3 ubiquitin-protein ligase Mdm2 (Homo sapiens), Q00987. cell-based MDM2 ubiquitination luciferase reporter, 2 h; 0 = plate control, 100 = twice control, blank-subtracted;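 active = signal enhancement of 30% or more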;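 also: luminescence tracks abundance of the self-degrading MDM2-luciferase fusion protein; higher signal means inhibition of MDM2 E3 ligase activity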
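Test system: stable mammalian line carrying autodegrading MDM2–luciferase fusion reporter; quantity: 2000 cells in each well; times: 4 h cell settling then 2 h compound exposure, 37 °C; detection: luminescence with SteadyLite reagent, 15 min at room temperature; evaluation: percent signal gain over controls, blank-subtracted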
PPC-1+TRAIL kill – compounds killing PPC-1 cancer cells with TRAIL present, primary screen, TRAIL potentiator project, ATPLite luminescence, uHTS; PPC-1 cells + TRAIL, ATPLite viability luminescence; cell killing (% activity), % at 4 µM; hit rate 0.41% among 220,000; AID 1443, 2008;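 active = cell killing above 50% in the first pass at 4 µM, then a duplicate retest at 5 µM averaging 50% or more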;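 also: plate controls were cells with TRAIL plus DMSO for no effect and medium-only wells lacking cells for full effect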
TRPN1 ag – zebrafish TRPN1 channel agonists, primary screen, cell-based, HEK293, calcium fluorescence. HEK293 zebrafish TRPN1-YFP, Fluo-8 calcium fluorescence; 100% = response to 87 µM carbachol. activation, % at 3 µM. hit rate 0.18% among 220,000. transient receptor potential cation channel N1 (TRPN1/NompC), Danio rerio;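 active = activation above its plate's cutoff, the mean activation of test wells on that plate plus 3 SD, cut at about 19% in these data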;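 also: 0% = DMSO alone and 100% = 87 µM carbachol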
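Material: zebrafish TRPN1-YFP in HEK293 cells. Doses: one dose of 3 µM, 0.3% DMSO. Incubation: dye 1 h 37 °C plus 30 min RT. Measured by: intracellular calcium fluorescence with Fluo-8.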
CHOP inhibitor – inhibitors of CHOP promoter induction, primary screen, cell-based, unfolded protein response, luciferase reporter. CHO-K1 CHOP-promoter luciferase, tunicamycin-induced, 15-18 h. inhibition, % at 10 µM. hit rate 3.8% among 220,000. AID 2732, 2010;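 active = compounds that reduced the stress-induced luciferase reporter signal by more than about 70% of percent inhibition, limit read from the data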;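 also: 0% = tunicamycin plus vehicle and 100% = wells without tunicamycin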
TNF death inh – inhibitors of TNF-alpha triggered necroptosis, primary screen, cell-based, Jurkat FADD-/-, single concentration | Jurkat FADD-/- TNF necroptosis rescue, ATP luminescence, 24 h; 0 = TNF only, 100 = no-TNF cells | activation (protection from cell death), % at 10 µM | hit rate 0.068% among 220,000;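 active = activation, meaning protection from cell death, of at least 50% relative to plate controls; inactive = activation below 50%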;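 also: necroptosis triggered by 40 ng/mL TNF-alpha added together with compound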
TRPML3 agonist – human TRPML3 channel agonists, primary screen, cell-based, HEK293 TRPML3-YFP, Fluo-8 calcium fluorescence, 3 µM; Mucolipin-3 (Homo sapiens), Q8TDD5; 100% = the carbachol control signal; activation, % at 3 µM; hit rate 0.29% among 220,000;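 active = activation above its plate's cutoff, the mean activation of the plate's test wells plus 3 SD, cut at about 12% in these data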;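 also: 0% = DMSO only wells and 100% = carbachol wells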
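Test system: TRPML3-YFP stable HEK293 cells. Doses: single point at 3 µM. Incubation: dye loading 1 h 37 °C then 30 min ambient, 125 s read. Signal: Fluo-8 calcium dye fluorescence, ex 470-495, em 515-575 nm. Measure: percent activation from peak-to-basal fluorescence ratio, scaled between DMSO and carbachol.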
Runt-SMMHC FRET – inhibitors of RUNX1 Runt–CBFb-SMMHC binding, primary screen, biochemical, FRET, Cerulean-Runt, Venus-CBFb-SMMHC, uHTS; Runt-related transcription factor 1 (Homo sapiens) + Core-binding factor subunit beta …; Cerulean-Runt/Venus-CBFb-SMMHC FRET ratio 530/480, 1 h; inhibition, % at 20 µM; hit rate 0.74% among 220,000;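 active = mean inhibition across duplicate retests at 20 µM reaching about 50%, limit read from the data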;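 also: 0% = DMSO wells and 100% = wells with excess untagged CBFb-SMMHC; inhibitors lower the FRET ratio by blocking Runt binding to CBFb-SMMHC; some results filed as inactive read as strong as hits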
Target sequence (Q01196 whole entry, looked up): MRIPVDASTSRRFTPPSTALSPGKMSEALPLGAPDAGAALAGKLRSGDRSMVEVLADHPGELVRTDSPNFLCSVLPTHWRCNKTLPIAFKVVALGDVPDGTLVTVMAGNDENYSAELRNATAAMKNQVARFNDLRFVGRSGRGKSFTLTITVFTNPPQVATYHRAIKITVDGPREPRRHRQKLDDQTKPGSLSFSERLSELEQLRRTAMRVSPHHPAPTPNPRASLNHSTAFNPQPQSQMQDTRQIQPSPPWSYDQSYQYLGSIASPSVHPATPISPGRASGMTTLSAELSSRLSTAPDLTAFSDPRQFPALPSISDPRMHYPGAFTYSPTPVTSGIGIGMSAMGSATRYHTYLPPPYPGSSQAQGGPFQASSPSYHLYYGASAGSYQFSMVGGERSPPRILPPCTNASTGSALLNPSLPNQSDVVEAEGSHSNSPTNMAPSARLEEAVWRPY
Target sequence (Q13951 whole entry, looked up): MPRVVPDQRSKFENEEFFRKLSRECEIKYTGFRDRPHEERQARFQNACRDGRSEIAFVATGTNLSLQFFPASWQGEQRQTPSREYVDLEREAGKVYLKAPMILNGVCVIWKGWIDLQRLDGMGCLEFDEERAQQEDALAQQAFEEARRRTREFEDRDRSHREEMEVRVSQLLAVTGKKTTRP
EBV gp42 inh – Epstein-Barr virus gp42 inhibitors, primary screen, biochemical, uHTS, fluorescence polarization; hit rate 0.42% among 220,000; inhibition, % (tested at 21.74 µM); AID 1085, 2008; Fluorescence polarization binding assay, mP read-out; Glycoprotein 42 (Epstein-Barr virus (strain AG876)), Q1HVG2; in the data active = inhibition above about 50%
Target sequence (Q1HVG2 whole entry, looked up): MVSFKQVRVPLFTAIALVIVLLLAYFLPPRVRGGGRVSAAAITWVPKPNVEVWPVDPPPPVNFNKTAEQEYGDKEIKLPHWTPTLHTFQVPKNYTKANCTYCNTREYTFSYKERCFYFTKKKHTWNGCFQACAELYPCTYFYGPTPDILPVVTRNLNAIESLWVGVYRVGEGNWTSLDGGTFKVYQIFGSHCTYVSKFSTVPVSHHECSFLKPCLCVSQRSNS
* hit, by the source's call; x = no result given.

cpd	mol	p47phox inh	Mdm2 ligase inh	PPC-1+TRAIL kill	TRPN1 ag	CHOP inhibitor
1	CCOC(=O)c1c(-c2ccc(C)cc2)csc1NC(=O)C1CC=CCC1C(=O)O (configuration not stated)	-39.6	-13.6	15.8	-0.2	24.2
2	COc1ccc(CCNC(=O)C2CCCN(S(=O)(=O)c3cnc[nH]3)C2)cc1OC (configuration not stated)	-8.1	-11.4	-20.3	0.8	-0.1
3	Cc1ccc(OCC(=O)Nc2ccc3c(c2)OCO3)cc1C	-4.2	4.3	7.1	-0.9	16.7
4	O=C1CSC2(CCCCC2)N1CCO	-10.9	-8.7	-26.3	0.6	45.5
5	CS(=O)(=O)N1CCSC1c1ccc(Br)cc1 (configuration not stated)	-43.2	-14.0	-5.0	-1.0	8.3
6	Cc1ccc(-n2cc3ccc([N+](=O)[O-])cc3n2)cc1	-11.6	-45.2	35.9	-0.2	23.1
7	Cc1ccc(-n2cc(CNCCc3cscn3)c(-c3ccc(F)cc3)n2)cc1	-24.5	-3.1	-10.0	0.1	84.9*
8	O=C(NCCc1ccccc1)c1nc(-c2cccs2)no1	4.0	-12.3	14.0	0.0	-11.7

cpd	TNF death inh	TRPML3 agonist	Runt-SMMHC FRET	EBV gp42 inh
1	-1.3	-0.2	-3.1	5.2
2	1.0	0.2	0.5	-10.9
3	0.3	-0.4	-0.5	-12.0
4	2.6	-0.2	0.7	-8.5
5	0.9	0.1	2.1	-13.7
6	-2.6	0.5	-26.1	-18.3
7	6.0	1.4	3.4	-2.6
8	0.4	0.4	-3.2	5.6

The list goes on.
cpd	mol	p47phox inh	Mdm2 ligase inh	PPC-1+TRAIL kill	TRPN1 ag	CHOP inhibitor
9	COc1ccc(NC(=O)CN(C)Cc2c(F)cccc2Cl)cc1S(=O)(=O)N1CCCCC1	-3.0	-7.5	-4.6	0.7	9.1
10	[N-]=[N+]=CC(=O)CNC(=O)[C@@H](Cc1ccccc1)N1C(=O)c2ccccc2C1=O	-5.0	-23.5	13.6	0.2	11.2
11	Cc1ccc(-c2csc(N(Cc3ccco3)C(=O)c3cccs3)n2)cc1	-9.9	-2.5	14.1	-0.1	3.2
12	CCCOc1ccc(OCCOCCNCc2ccccc2)cc1	3.0	-3.7	4.8	0.3	11.3
13	CCCCCCN1N=C(C)C(C(=O)c2ccc(Cl)cc2)C1=O (configuration not stated)	-16.4	-11.4	-2.5	4.2	28.7
14	O=C(c1cc(Cl)ccc1Cl)N1CCN(c2ccccn2)CC1	-9.5	1.8	22.3	0.5	20.9
15	CC(C)CCn1c(=O)c2ccccc2n2c(CN3CCOCC3)nnc12	-5.0	1.9	-8.0	1.9	21.1
16	CCCCN(C(=O)CSc1nnc2ccccn12)c1c(N)n(Cc2ccccc2)c(=O)[nH]c1=O	-16.0	-5.6	8.5	0.1	-18.4

cpd	TNF death inh	TRPML3 agonist	Runt-SMMHC FRET	EBV gp42 inh
9	-1.7	-0.5	-4.5	-15.1
10	-3.7	0.6	-24.6	-0.7
11	0.8	0.5	4.2	-19.5
12	3.7	0.1	2.4	-8.3
13	-0.9	1.1	5.1	-7.4
14	-1.2	0.9	-1.0	-5.4
15	1.0	0.1	-0.7	-13.4
16	0.9	0.8	0.7	-8.2

(cont.)
cpd	mol	p47phox inh	Mdm2 ligase inh	PPC-1+TRAIL kill	TRPN1 ag	CHOP inhibitor
17	CCCCOC(=O)Cn1c(=O)c2c(nc(Br)n2Cc2ccccc2)n(C)c1=O	-18.1	-6.0	11.0	1.3	24.8
18	Cc1noc(N)c1C1(O)C(=O)N(C(C)C)c2ccccc21 (configuration not stated)	-6.6	-18.6	-6.1	1.6	3.9
19	COc1ccccc1N(CC(=O)NC(C)C)S(=O)(=O)c1cccs1	-10.7	-13.7	-6.4	0.7	1.8
20	Cc1ccccc1-c1nc(CS(=O)CC(=O)NCCN2CCOCC2)c(C)o1 (configuration not stated)	-14.4	-6.8	7.7	-0.5	50.3
21	CSc1nsc(/C=C/Nc2ccc(C)c(C)c2)c1C#N	-52.8	18.8	10.0	0.1	87.0*
22	O=[N+]([O-])c1cc2c(cc1/C=N/Nc1nc(Nc3ccccc3)nc(N3CCCCC3)n1)OCO2	-35.9	3.5	16.0	-0.6	-8.4
23	COc1ccc(C(=O)C2CCCN(C(=O)C3=CCCC3)C2)c(C)c1 (configuration not stated)	6.1	10.1	0.3	0.7	24.8
24	CCOC(=O)c1c(N=CN(C)C)c(C#N)n2c1CCC2	-5.4	-14.1	9.1	1.2	14.7

cpd	TNF death inh	TRPML3 agonist	Runt-SMMHC FRET	EBV gp42 inh
17	-3.6	0.0	1.3	-11.5
18	-0.4	0.3	-2.0	-18.7
19	-1.6	-0.3	2.5	-12.9
20	0.4	0.2	-0.2	-11.3
21	-0.1	0.4	-6.7	-39.0
22	-2.8	0.4	-1.9	-20.0
23	0.4	-0.4	0.6	3.5
24	-3.5	0.2	1.5	3.4

New compounds follow.
cpd	mol	p47phox inh	Mdm2 ligase inh	PPC-1+TRAIL kill	TRPN1 ag	CHOP inhibitor
25	O=C(Oc1ccc(N(C(=O)c2ccncc2)S(=O)(=O)c2ccc(F)cc2)cc1)c1ccncc1	-5.8	x	10.7	0.8	1.7
26	CC(CCn1cccn1)NC(=O)c1cc(COc2ccc(F)cc2F)on1 (configuration not stated)	-9.6	6.0	12.9	-1.4	1.6
27	Cc1ccc(S(=O)(=O)N2CCOC2CNC(=O)C(=O)NCc2ccncc2)cc1 (configuration not stated)	-2.4	-6.3	7.1	0.0	10.8
28	O=C(NN=C1C2CC3CC1CC(Cl)(C3)C2)c1ccccn1	-5.9	-11.7	16.2	0.8	-11.1
29	COc1ccc(-n2c(-c3ccc(C)cc3)n[nH]c2=S)cc1	-7.5	-3.5	32.5	-1.5	-0.9
30	Cc1ccc(Cn2ncn3c(cc4ccccc43)c2=O)cc1	x	-9.7	3.7	-0.4	x
31	O=C(OCc1ccc(F)cc1)c1ccc2ccccc2n1	-8.6	-12.2	7.9	-1.9	17.3
32	Cc1nc2c(-c3ccc(F)cc3)c(C)nn2c(C)c1CCC(=O)NCc1ccco1	-13.2	-14.3	17.3	-0.8	49.4

cpd	TNF death inh	TRPML3 agonist	Runt-SMMHC FRET	EBV gp42 inh
25	1.8	0.2	3.2	4.4
26	-0.4	0.8	0.3	-2.2
27	0.0	-0.1	-2.4	-3.5
28	-0.4	1.1	-0.4	-0.4
29	0.9	-1.0	24.3	-17.3
30	-1.2	0.3	2.3	x
31	0.9	-0.2	2.1	-15.0
32	0.4	0.6	-1.4	10.0

(continued)
cpd	mol	p47phox inh	Mdm2 ligase inh	PPC-1+TRAIL kill	TRPN1 ag	CHOP inhibitor
33	N#Cc1ccccc1OCCN1C(=O)c2ccccc2C1=O	-6.9	-8.8	16.2	-1.0	-4.9
34	CC(=O)c1nn(-c2cccc(Br)c2)cc1C(=O)c1ccc(Cl)cc1	-9.0	10.4	14.2	1.8	55.6
35	Cc1nn(-c2ccccc2)c(C)c1/C=N/NC(=O)CSc1nnc(-c2ccccc2)n1-c1ccc(Cl)cc1	-8.1	-11.8	12.3	-1.1	38.1
36	CCCCN1CC(COc2ccccc2)OC1=O (configuration not stated)	-5.1	-23.0	15.5	0.2	35.9
37	CCOC(=O)c1cc2c(=O)n3ccccc3nc2n(CC(C)C)c1=NC(=O)c1ccco1	-2.2	2.0	14.9	0.2	-53.3
38	CCc1cc(C(=O)N2CCCC(C(=O)c3cccc(OC(C)C)c3)C2)n(C)n1 (configuration not stated)	-9.0	-0.6	-5.6	0.8	10.6
39	Cc1ccc(N(CC(O)COCc2ccco2)S(=O)(=O)c2ccc(C)cc2)cc1 (configuration not stated)	-15.5	-0.4	23.1	0.0	24.1
40	CCCCN1C(=O)c2ccccc2C1C(=O)NC1CCCC1 (configuration not stated)	-12.2	-7.3	-4.2	1.5	17.5
41	C/C(O)=C(/C=NCC(=O)O)C(=O)Nc1nccs1	-1.5	-7.1	13.6	0.9	1.2

cpd	TNF death inh	TRPML3 agonist	Runt-SMMHC FRET	EBV gp42 inh
33	0.5	0.3	4.4	-14.3
34	1.6	0.5	-0.4	-1.4
35	3.9	-0.2	-8.5	9.5
36	5.8	0.4	-10.7	-1.4
37	-5.7	0.6	60.5*	-2.3
38	1.0	0.8	-0.5	-14.1
39	-2.2	-0.8	-3.2	8.6
40	0.0	-0.2	-34.1	-17.3
41	-0.3	0.9	-0.3	-4.2

Filtered by structure: those above with fluorine
cpd	mol	p47phox inh	Mdm2 ligase inh	PPC-1+TRAIL kill	TRPN1 ag	CHOP inhibitor
7	Cc1ccc(-n2cc(CNCCc3cscn3)c(-c3ccc(F)cc3)n2)cc1	-24.5	-3.1	-10.0	0.1	84.9*
9	COc1ccc(NC(=O)CN(C)Cc2c(F)cccc2Cl)cc1S(=O)(=O)N1CCCCC1	-3.0	-7.5	-4.6	0.7	9.1
25	O=C(Oc1ccc(N(C(=O)c2ccncc2)S(=O)(=O)c2ccc(F)cc2)cc1)c1ccncc1	-5.8	x	10.7	0.8	1.7
26	CC(CCn1cccn1)NC(=O)c1cc(COc2ccc(F)cc2F)on1 (configuration not stated)	-9.6	6.0	12.9	-1.4	1.6
31	O=C(OCc1ccc(F)cc1)c1ccc2ccccc2n1	-8.6	-12.2	7.9	-1.9	17.3
32	Cc1nc2c(-c3ccc(F)cc3)c(C)nn2c(C)c1CCC(=O)NCc1ccco1	-13.2	-14.3	17.3	-0.8	49.4

cpd	TNF death inh	TRPML3 agonist	Runt-SMMHC FRET	EBV gp42 inh
7	6.0	1.4	3.4	-2.6
9	-1.7	-0.5	-4.5	-15.1
25	1.8	0.2	3.2	4.4
26	-0.4	0.8	0.3	-2.2
31	0.9	-0.2	2.1	-15.0
32	0.4	0.6	-1.4	10.0

Screens: PubChem BioAssay, several laboratories
